ELG1 genotox: genotoxicity induction in ELG1-luciferase HEK293T cells; Potency, µM (doses to about 46 µM), without a hit: top-dose activity change, positive = activation, most hits filed as activators; HEK293T ELG1-luciferase reporter, luminescence, 16 h; 1.3% of 330,000 active; also: % of control where 0% means no effect; nearly all actives have a fitted effect of over 60% in size
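Quantitative HTS format in 1536-well plates. HEK293T ELG1-luciferase reporter cells receive test compound and are incubated 16 hr at 37 °C, 5% CO2; ONE-Glo added, 30 min room temperature, then luminescence read.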
Rab9 prom act: activates the Rab9 promoter; Huh7 Rab9 promoter-luciferase reporter, luminescence, 24 h; Potency, µM (doses to about 9.22 µM), for the others: at the highest dose activation, negative = inhibition, most hits filed as activators; 2.8% of 320,000 active; also: % of control where 0% means no effect; nearly all actives have a fitted effect of over 60% in size
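Huh7 cells stably carrying a Rab9 promoter-luciferase reporter, 1500 cells per well in OP-MEM I with 10% FBS, treated with compound 24 hours at 37C. Luciferase activity read by luminescence after 10 minutes with Amplite reagent.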
NPC1 prom act: NPC1 promoter activation. Huh7 NPC1 promoter luciferase reporter, 24 h. Potency, µM (top dose mostly 9.22 µM), without a hit: at the top dose activation, usual class: activators. 2.4% of 320,000 active. AID 485313;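 also: % of control where 0% means no effect; nearly all actives have a fitted effect of over 60% in size; reporter is driven by a mutant NPC1 promoter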
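Luminescence from an NPC1 promoter-driven luciferase reporter in stably transfected Huh7 cells was measured after 24 h compound treatment at 37 °C, followed by 10 min ambient incubation with luciferase detection reagent.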
p53 reactivation: restores transcriptional activity of mutant p53. H1299 p53-A138V BP100-luciferase reporter, luminescence, 24 h. 0.063% of 320,000 active. Potency, µM (doses to about 92.2 µM), for inactives: at the top dose activity change, positive = activation, actives largely listed as activators; also: % of control where 0% means no effect; nearly all actives have a fitted effect of over 45% in size
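p53-null H1299 cells stably carrying temperature-sensitive p53-A138V and a BP100-luciferase reporter were pinned with compounds (4-point, 1:5 series) and held 24 hrs at 37 deg C. Luminescence was read 10 min after detection reagent.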
RORg inh: inhibitors of mouse ROR gamma transcriptional activity; Potency, µM (titrated, usually from 53.6 µM), inactives show top-dose activity change, negative = inhibition, usual class: inhibitors; 5.4% of 310,000 active; Drosophila S2 Gal4-RORgamma UAS-luciferase reporter, 20 h; AID 2551; also: % is scaled to controls: 0 for no effect and ±100 for the full control effect; nearly all actives have a fitted effect of over 60% in size
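Compounds are pin-transferred onto Drosophila Schneider cells expressing a copper-inducible Gal4–ROR gamma transactivation domain fusion. After 1 hr, copper sulfate is added to 700 uM final; luciferase is read 20 hr later.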
uPA surface inh: inhibitors of cell surface uPA generation. cell surface uPA generation assay, qHTS. AID 540303. 0.31% of 330,000 active. Potency, µM (series often up to 38.3 µM), inactives show top-dose activity change, negative = inhibition, hits mostly inhibitors; active = well fitted inhibition curve with a large enough effect; inconclusive = small, poorly fitted or top-dose-only effect; inactive = no such curve, though single readings can be large or run the other way; tested in mouse RAW 264.7 cells; also: % is scaled to controls: 0 for no effect and ±100 for the full control effect; nearly all actives have a fitted effect of over 55% in size
Gal4-VP16 FLuc: counter-screen for ROR gamma inhibitors: Gal4-VP16 reporter | Drosophila S2 Gal4-VP16 UAS-luciferase, luminescence, 20 h | Potency, µM (top dose mostly 53.6 µM), inactives show top-dose activity, negative = inhibition, most hits filed as inhibitors | 3.5% of 310,000 active | AID 2546;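 also: Gal4-VP16 expression switched on by copper sulfate through the metallothionein promoter; % is scaled to controls: 0 for no effect and ±100 for the full control effect; nearly all actives have a fitted effect of over 50% in size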
MBNL1 CUG block: MBNL1-poly(CUG) RNA binding inhibition | Q9NR56 | TR-FRET MBNL1-His/biotin-(CUG)12 binding, 665/545 ratio | Potency, µM (doses to about 57.5 µM), inactives show top-dose activity change, negative = inhibition, hits mostly inhibitors | 0.036% of 280,000 active | AID 2675; active = well fitted inhibition curve with a large enough effect in the signal ratio, with a control signal flat, not every such curve was filed as active; inconclusive = small, poorly fitted or top-dose-only effect, or effect the other way, or a change in a side signal; inactive = no such curve, though single readings can be large or run the other way; the % refers to the signal ratio; also: % is scaled to controls: 0 for no effect and ±100 for the full control effect
Target sequence (Q9NR56 whole entry, looked up): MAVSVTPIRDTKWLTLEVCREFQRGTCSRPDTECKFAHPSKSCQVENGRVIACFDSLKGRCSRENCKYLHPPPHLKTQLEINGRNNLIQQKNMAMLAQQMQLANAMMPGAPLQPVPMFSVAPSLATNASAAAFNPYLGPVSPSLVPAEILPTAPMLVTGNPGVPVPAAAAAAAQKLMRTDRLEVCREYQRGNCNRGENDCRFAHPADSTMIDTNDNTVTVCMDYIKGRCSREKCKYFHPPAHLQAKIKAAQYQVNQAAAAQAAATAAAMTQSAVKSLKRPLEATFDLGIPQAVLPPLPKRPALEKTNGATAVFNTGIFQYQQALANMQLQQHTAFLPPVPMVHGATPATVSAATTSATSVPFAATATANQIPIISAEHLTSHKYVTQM
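Compounds (final 92 nM to 58 uM) are added to His-tagged MBNL1 and biotin-(CUG)12, then terbium anti-His antibody and streptavidin-XL665 (5 nM final). After 60 min at room temperature, the 665/545 nm ratio is read.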
BRCA1 expr up: BRCA1 expression activation; MCF7-BRCA1-FFLuc reporter, luminescence, 48 h; response scale: scaled: vehicle 0%, 10 µM genistein 100%; Potency, µM (doses to about 46.1 µM), inactives show top-dose activation, hits mostly activators; 1.1% of 380,000 active; AID 624202; also: nearly all actives have a fitted effect of over 80% in size; some results filed as inactive show a strong effect at the top dose
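First, MCF7-BRCA1-FFLuc cells (2000/well) attach for 2 h; next, compounds are pin-added and incubated 48 h at 37 °C; finally, luciferase reagent is added and luminescence read after 15 min.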
FLuc counter: counter-screen for miR-21 project: firefly luciferase inhibitors or activators | P08659 | purified FLuc, Km substrates, luminescence inhibition | Potency, µM (series often up to 57.5 µM), without a hit: at the highest dose activity change, negative = inhibition, actives largely listed as inhibitors | 6.9% of 360,000 active | AID 588342;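 also: plate controls were vehicle for no effect and reference inhibitor for full effect; nearly all actives have a fitted effect of over 55% in size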
Target sequence (P08659 whole entry, looked up): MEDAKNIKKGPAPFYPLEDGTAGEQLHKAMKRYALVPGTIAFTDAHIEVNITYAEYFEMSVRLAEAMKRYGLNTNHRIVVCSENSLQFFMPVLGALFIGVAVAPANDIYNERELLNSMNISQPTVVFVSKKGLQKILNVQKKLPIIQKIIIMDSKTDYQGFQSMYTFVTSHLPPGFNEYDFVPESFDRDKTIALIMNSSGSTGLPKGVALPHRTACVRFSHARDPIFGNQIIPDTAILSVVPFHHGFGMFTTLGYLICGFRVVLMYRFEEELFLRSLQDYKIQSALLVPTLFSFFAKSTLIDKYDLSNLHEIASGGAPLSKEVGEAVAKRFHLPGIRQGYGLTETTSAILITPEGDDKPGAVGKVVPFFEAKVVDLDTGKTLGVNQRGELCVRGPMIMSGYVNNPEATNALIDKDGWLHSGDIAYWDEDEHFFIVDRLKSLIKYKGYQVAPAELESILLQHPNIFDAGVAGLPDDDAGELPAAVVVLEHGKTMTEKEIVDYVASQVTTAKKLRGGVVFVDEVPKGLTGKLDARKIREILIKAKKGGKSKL
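Purified P. pyralis luciferase (10nM final) with 10uM D-luciferin and 10uM ATP (Km levels) in 50mM Tris acetate pH 7.5, 10mM Mg acetate, 0.01% Tween-20, 0.05% BSA; qHTS 6-point titration, ~60 µM downward; luminescence read.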
* = called active by the depositor; ? = inconclusive; nt = not tested or not shown; [ ] = remark or other dose. Unless noted, calls follow the shape of the dose curve; as a rule, active = well fitted curve in the direction sought with a large enough effect; inconclusive = small, poorly fitted or top-dose-only effect, or another doubt; inactive = no such curve, though single readings can be large; an effect the other way counts as inactive or inconclusive. Potency is read from the fitted curve at half-maximal effect.

SMILES	ELG1 genotox	Rab9 prom act	NPC1 prom act	p53 reactivation	RORg inh	uPA surface inh	Gal4-VP16 FLuc	MBNL1 CUG block	BRCA1 expr up	FLuc counter
CCCS(=O)(=O)c1nc(S(=O)(=O)c2ccc(C)cc2)c(N2CCC(C(N)=O)CC2)s1	-1.1%	-0.3%	2.3%	4.3%	-3.7%	0.1%	3.5%	1.4%	-25.8%	1.4%
Cn1c(COc2ccc(F)cc2)nc2ccccc21	?	3.55µM*	2.51µM*	nt	nt	-4.6%	nt	17.4%	?	13.5µM*
COc1ccc(NS(=O)(=O)c2cc(NC(=O)Cn3cnc4c3c(=O)n(C)c(=O)n4C)ccc2C)cc1	-1.5%	-0.1%	-0.8%	-3.4%	0.3%	?	0.5%	-5.2%	-43.6%	-2.2%
COC(=O)c1cn(C(=O)c2ccc(Cl)cc2)c2ccccc12	2.7%	0.0%	1.1%	0.0%	13.7%	4.2%	-7.1%	-18.2%	3.2%	3.2%
CC(C)Sc1nc(N)c2c3c(sc2n1)CN(C)CC3	?	?	?	22.4%	23.8%	-1.5%	24.4%	9.0%	66.0%	23.9µM*
Cc1ccc(SCc2c(C(=O)N/N=C/c3ccccc3)nnn2-c2nonc2N)cc1	-4.2%	-15.4%	-4.5%	0.8%	-44.2%	-4.0%	-4.9%	-13.3%	-33.6%	-12.1%
COc1ccc(NC(=O)CSc2nc(=O)n(CCN3CCOCC3)c3c2CCC3)cc1	-1.8%	-3.9%	-4.2%	-1.6%	nt	-6.7%	nt	nt	-7.5%	-2.1%
O=C(Cn1nnc(-c2ccccc2Cl)n1)N1CCCCC1	?	3.98µM*	?	1.9%	1.1%	-1.0%	-2.2%	4.1%	?	16.9µM*
CCCN(CC(=O)Nc1ccccc1C)C(=O)c1ccc(C)c(S(=O)(=O)N2CCCCC2)c1	-4.3%	-3.3%	1.0%	-1.9%	nt	-1.0%	nt	nt	-33.0%	0.7%
COc1ccc(S(=O)(=O)NCC(c2cccnc2)N2CCN(C)CC2)cc1OC (stereo unspecified)	2.8%	2.7%	-0.2%	19.7%	2.7%	-0.9%	0.8%	-2.3%	-21.4%	-2.5%
COc1ccc(-c2nnc(SCC(=O)Nc3cc(C)on3)n2C)cc1OC	-4.7%	-0.8%	-1.5%	-6.5%	1.9%	nt	2.5%	-6.5%	2.4%	4.8%
COc1cc(/C=C2\SC(c3ccccc3)=NC2=O)cc(Cl)c1O	0.1%	-17.3%	-6.7%	-4.5%	0.9%	3.0%	-13.0%[10 µM]	30.2%[activator]	-58.6%	10.7µM*
CN(Cc1cnn(C)c1)Cc1nc(C(c2ccccc2)c2ccccc2)no1	-0.8%	-0.6%	-0.7%	-2.8%	0.6%	4.5%	0.0%	-0.3%	-7.4%	-0.4%
CN(C)CCCC(=O)c1ccc2c(c1)OCO2	-1.1%	-4.5%	0.8%	1.0%	8.9%	2.5%	-0.1%	5.9%	4.9%	0.5%
Cc1ccccc1NC(=O)CCCn1nc(C)c2c(C)n(-c3ccccc3)nc2c1=O	1.3%	-3.9%	0.1%	-6.2%	6.0%	9.7%	-9.5%	-2.4%	-12.7%	-1.4%
c1ccc(-n2nnnc2NCCCN2CCOCC2)cc1	4.0%	-13.3%	-1.7%	0.9%	-13.5%	-0.4%	2.7%	4.4%	-13.0%	1.1%
CCCC(=O)Nc1cc(C)c(NC(=O)c2cccs2)cn1	0.7%	-3.9%	-2.9%	8.5%	24.6%	6.4%	4.3%	0.6%	2.7%	-2.2%
O=C(Nc1nc2n(n1)C(c1ccccc1)C=C(c1ccccc1)N2)c1ccco1 (stereo unspecified)	4.0%	13.6%	5.6%	-9.6%	-21.8%	-2.7%	2.4%	20.2%	-1.9%	-19.1%
COc1ccc(CCN(Cc2cc3cc(C)c(C)cc3nc2Cl)C(=O)C2CC2)cc1	-0.4%	-5.5%	2.1%	-7.7%	4.8%	5.8%	0.1%	0.8%	-13.4%	-15.4%
CC1=NN(c2ccccc2)C(=O)/C1=C\c1c(C)[nH]n(-c2ccccc2)c1=O	-2.9%	-0.4%	3.4%	3.8%	-17.4%	6.6%	-0.4%	-4.3%	0.7%	?
O=C(Nc1cccc(Cl)c1)C1=Cc2cc(Cl)ccc2OC1	-5.6%	-9.5%	-4.9%	7.4%	40.1%	1.5%	13.1%	3.9%	-18.0%	-19.6%
Cc1cccc(CSc2[nH]c(=O)ncc2C)c1	2.3%	0.3%	0.8%	2.2%	-9.8%	-1.1%	24.2%	-11.5%	15.9%	5.8%
Cc1ccc(S(=O)(=O)NC(C)(C)CSc2ccccn2)cc1	-1.0%	-0.8%	-2.8%	-3.3%	21.9%	-1.1%	3.9%	-0.3%	-3.1%	9.6%
COc1ccc(-c2sc3ccc(-c4ccc5c(c4)OCO5)cc3c2-c2ccc(OC)nc2)cc1	-1.0%	nt	nt	8.1%	nt	-2.2%	nt	nt	0.4%	nt
CCOc1ccc(N2C(=O)CC(SC(=NC)Nc3ccc4c(c3)OCO4)C2=O)cc1 (stereo unspecified)	-9.2%	-7.2%	-3.1%	-1.1%	-17.0%	0.9%	2.1%	1.9%	-28.2%	-2.1%
COc1cc(C2NC(=S)NC(O)(C(F)(F)F)C2C(=O)c2cccs2)cc(OC)c1O (stereo unspecified)	?	26.9%	22.5%	?	8.9%	3.1%	-15.1%	-9.0%[11.5 µM]	86.3%	-2.1%
O=S(=O)(/N=C(/Sc1ccccc1)c1ccccc1)c1ccccc1	2.1%	-7.5%	-5.1%	1.2%	-18.2%	-1.1%	3.7%	-1.3%	-4.0%	?
CN(C)S(=O)(=O)c1cccc(NC(=O)c2ccc(S(=O)(=O)N3CCCC3)cc2)c1	-3.5%	2.2%	-0.5%	-2.0%	nt	-2.2%	nt	nt	-35.0%	6.7%
CCN1C/C(=C/c2ccc(N3CCOCC3)cc2)C(=O)/C(=C/c2ccc(N3CCOCC3)cc2)C1	-16.0%	-3.0%	-0.1%	-9.7%	?	-9.8%	?	2.2%	-86.0%	1.5%
C#CCOCCOCCOCCNc1nc(N2CCN(C(=O)[C@H](CCCCN)n3cc(C(N)CO)nn3)CC2)nc(N2CCN(C(=O)[C@H](CCC(=O)O)n3cc(C(N)Cc4ccc(O)cc4)nn3)CC2)n1 (stereo partly specified)	4.5%	-0.6%	-3.3%	-1.2%	0.6%	nt	5.1%	-4.3%	nt	-2.3%
CC(C)n1c(CN2CCN(Cc3ccccc3)CC2)nc2ccccc21	-3.1%	2.8%	-0.3%	-2.6%	?	9.7%	-10.4%	nt	-12.6%	0.7%
Cc1ccc(C(=O)NC(=O)CSc2ncccc2C(=O)O)cc1	-1.4%	3.0%	-2.3%	0.3%	0.9%	4.1%	-0.3%	-3.4%	-16.1%	?
CCCn1c(CCc2ccccc2)n[nH]c1=S	0.1%	-4.1%	-2.3%	0.2%	7.08µM*	-4.8%	17.8µM*	11.4%	-14.1%	2.1%
CSc1ccccc1NC(=O)C1CC(c2c(F)cccc2Cl)=NO1 (stereo unspecified)	?	16.3%	13.6%	nt	nt	-8.6%	nt	-0.3%	9.7%	16.9µM*
CCc1nnc(NC(=O)c2ccc(S(=O)(=O)N3CCN(Cc4ccccc4)CC3)cc2)s1	-3.1%	11.3%	-3.4%	24.5%	0.0%	-0.8%	-8.0%	0.6%	-14.0%	-1.7%
CN1CCN(CC(=O)N2c3ccccc3Sc3ccccc32)CC1	-3.1%	-0.6%	-1.0%	-4.6%	-2.4%	7.8%	10.2%	-2.4%	-10.7%	-1.5%
COc1cccc(N2C(=O)CC(c3c[nH]c4ccccc34)C2=O)c1 (stereo unspecified)	5.1%	-0.3%	4.7%	7.5%	25.3%	3.6%	-7.5%	1.4%	1.0%	-7.2%
CCCN(c1ccc(OCC)cc1)c1ncnc2nc[nH]c12	-32.0%[inhibitor]	-0.7%	7.3%	-4.7%	36.2%	-4.1%	-4.5%	-4.9%	33.6%	0.9%
COC(=O)c1onc(-c2c(OC)cc(OC)cc2OC)c1C(=O)OC	1.4%	-2.4%	0.6%	0.2%	-11.6%	2.5%	0.8%	-8.2%	0.7%	4.2%
CCn1c(SCC(=O)N2CCCCC2C)nnc1-c1ccco1 (stereo unspecified)	0.9%	5.7%	-3.2%	-1.4%	17.5%	1.4%	16.9%	-6.7%	-10.7%	-1.1%
COc1ccc(CNC(=O)c2ccc(CS(=O)(=O)c3ccc(C)cc3)o2)cc1	-3.5%	-4.5%	2.0%	-1.5%	10.3%	8.1%	-19.1%	0.6%	-2.0%	-0.1%

Two neighbouring compounds from above:
SMILES	ELG1 genotox	Rab9 prom act	NPC1 prom act	p53 reactivation	RORg inh	uPA surface inh	Gal4-VP16 FLuc	MBNL1 CUG block	BRCA1 expr up	FLuc counter
CCn1c(SCC(=O)N2CCCCC2C)nnc1-c1ccco1 (stereo unspecified)	0.9%	5.7%	-3.2%	-1.4%	17.5%	1.4%	16.9%	-6.7%	-10.7%	-1.1%
COc1ccc(CNC(=O)c2ccc(CS(=O)(=O)c3ccc(C)cc3)o2)cc1	-3.5%	-4.5%	2.0%	-1.5%	10.3%	8.1%	-19.1%	0.6%	-2.0%	-0.1%
